Bioassay records deposited in PubChem by several laboratories.
NPY Y1 blocker = NPY-Y1 (human) receptor antagonism | P25929 | HEK293-CNG Y1 cells, membrane potential fluorescence; NPY at EC95, then isoproterenol | inhibition, % at 3.6 µM | 200,000 tested, 1% active | AID 1040;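 active = inhibition above the campaign mean inhibition of all tested compounds plus 3 SD, cut at about 20% in these data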;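 also: 0% = DMSO wells given NPY plus isoproterenol and 100% = isoproterenol alone without NPY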
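Assay system: HEK293 Y1/CNG channel cell line; Doses: single compound dose of 3.6 µM, 0.4% DMSO; Timing: dye 3 h, compound 60 min room temperature, stimulation 45 min; Technique: Membrane-potential fluorescent dye readout; Measure: % inhibition of NPY effect.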
BaF3 parental = counter-screen for JAK2V617F inhibitors: parental Ba/F3 viability inhibitors. AID 1486. inhibition, % at 5.6 µM. CellTiter-Glo ATP luminescence. 220,000 tested, 1.1% active;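 active = inhibition above a per-campaign cutoff, the mean inhibition of all tested compounds plus 3 SD, cut at about 27% in these data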;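 also: 0% = DMSO wells and 100% = JAK Inhibitor I control wells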
RBBP9 inhibitor = blocks human serine hydrolase RBBP9; O75884; recombinant RBBP9, FP-Rh probe fluorescence polarization; inhibition, % at 7.94 µM; 220,000 tested, 0.2% active; AID 1515;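 active = inhibition above the campaign mean of all tested compounds plus 3 SD, cut at about 14% in these data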;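 also: plate controls were DMSO wells with RBBP9 for no effect and wells lacking RBBP9 protein for full effect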
Target sequence (O75884 whole entry, looked up): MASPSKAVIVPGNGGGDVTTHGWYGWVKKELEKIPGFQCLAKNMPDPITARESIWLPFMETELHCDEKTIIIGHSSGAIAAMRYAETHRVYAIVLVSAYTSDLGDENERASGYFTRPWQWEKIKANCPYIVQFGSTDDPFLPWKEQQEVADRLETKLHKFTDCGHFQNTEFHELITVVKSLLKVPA
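Material: RBBP9 protein. Amount: RBBP9 at 2.5 µM in dispensed solution, before mixing. Schedule: 30 min then 45 min, 25 °C. Medium: Tris buffer pH 8.0, NaCl, Pluronic. Measured by: fluorescence polarization. Measure: percent inhibition from mP, scaled between DMSO and no-protein wells. Replication: one well per compound.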
Runt-CBFb FRET = blocks binding of human RUNX1 Runt domain to CBFb; inhibition, % at 20 µM; AID 1496; Cerulean-Runt/Venus-CBFb FRET ratio 530/480, 1 h; 220,000 tested, 0.46% active;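 active = inhibition over about 50% at 20 µM in the single-dose screen, limit read from the data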;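 also: 0% = DMSO wells and 100% = excess unlabeled CBFb competitor control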
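Schedule: protein complex preformed 1 h, compound exposure 1 h, room temperature, dark; test system: Cerulean-labeled Runt domain protein; amount: 100 nM per protein; buffer or medium: Tris 50 mM pH 7.5, KCl, K2SO4, 0.01% BSA; read-out: loss of energy transfer signal; detection: FRET fluorescence; controls: 5 µM unlabeled CBFb as full-inhibition high control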
NPY1 pot ag = potentiates or activates human NPY-Y1 receptor | 220,000 tested, 0.37% active | P25929 | activation, % at 3.6 µM | AID 1304 | NPY-Y1 expressing cells, potentiator/agonist activation; in the data active = activation above about 33%, passing the limit was not always enough;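 also: cells stimulated with NPY at EC10 then isoproterenol at EC100; 0% = low agonist plus stimulus and 100% = saturating agonist plus stimulus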
Ba/F3 V617F tox = loss of viability in JAK2V617F-driven Ba/F3 cells; Ba/F3 EpoR-JAK2V617F viability, ATP luminescence; inhibition, % at 5.6 µM; 220,000 tested, 1.1% active; AID 1446;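 active = inhibition above the campaign mean plus 3 SD over all tested compounds, cut at about 24% in these data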;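 also: cytokine-independent growth of Ba/F3 cells driven by EpoR plus mutant JAK2; 0% = DMSO-treated cells and 100% = JAK inhibitor I control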
S1P4 antagonist = antagonists of human S1P4 receptor | O95977 | S1P4-expressing cells, antagonist mode, reporter read-out | inhibition, % at 4.98 µM | 220,000 tested, 0.26% active | AID 1510; in the data active = inhibition above about 29%;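 also: 0% = wells stimulated with agonist and 100% = vehicle wells without agonist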
Target sequence (O95977 whole entry, looked up): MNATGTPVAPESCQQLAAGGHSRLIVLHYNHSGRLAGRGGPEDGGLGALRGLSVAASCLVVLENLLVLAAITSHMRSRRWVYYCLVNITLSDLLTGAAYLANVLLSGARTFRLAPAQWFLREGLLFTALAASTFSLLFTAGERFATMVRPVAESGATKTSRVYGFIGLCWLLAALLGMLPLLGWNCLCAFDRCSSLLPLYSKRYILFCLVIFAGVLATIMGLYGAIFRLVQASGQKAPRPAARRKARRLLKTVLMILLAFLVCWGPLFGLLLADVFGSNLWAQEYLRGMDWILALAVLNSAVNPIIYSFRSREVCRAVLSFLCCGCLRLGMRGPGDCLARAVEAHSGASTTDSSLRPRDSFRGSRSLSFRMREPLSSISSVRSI
S1P4 ag = agonists of human S1P4 receptor; O95977; S1P4-expressing cell line, agonist reporter assay; activation, % at 4.98 µM; 220,000 tested, 0.35% active; AID 1509; in the data active = activation above about 11%;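 also: 0% = DMSO vehicle and 100% = reference agonist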
NPY2 pot ag = potentiators or agonists of human neuropeptide Y receptor Y2; P49146; cells expressing NPY-Y2, potentiator/agonist read-out; activation, % at 3.6 µM; 220,000 tested, 0.45% active; in the data active = activation above about 27%;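 also: cells stimulated with NPY near EC25 plus isoproterenol at EC100; 0% = vehicle plus submaximal agonist and 100% = vehicle plus saturating agonist; some results beyond the cut were filed as inactive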
Target sequence (P49146 whole entry, looked up): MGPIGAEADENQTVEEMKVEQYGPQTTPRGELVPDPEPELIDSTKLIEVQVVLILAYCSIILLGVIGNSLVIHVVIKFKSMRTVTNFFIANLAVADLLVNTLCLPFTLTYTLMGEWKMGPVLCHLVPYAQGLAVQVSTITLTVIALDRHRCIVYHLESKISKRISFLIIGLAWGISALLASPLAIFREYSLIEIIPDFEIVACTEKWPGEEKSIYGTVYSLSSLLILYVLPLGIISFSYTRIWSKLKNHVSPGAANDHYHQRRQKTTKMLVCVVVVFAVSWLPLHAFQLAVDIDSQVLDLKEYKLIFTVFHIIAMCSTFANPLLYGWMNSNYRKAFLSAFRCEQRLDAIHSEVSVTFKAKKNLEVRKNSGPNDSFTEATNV
* hit, by the source's call; . = not tested or not shown.

SMILES	NPY Y1 blocker	BaF3 parental	RBBP9 inhibitor	Runt-CBFb FRET	NPY1 pot ag	Ba/F3 V617F tox	S1P4 antagonist	S1P4 ag	NPY2 pot ag
Cc1ccccc1NC(=O)C1CCCN1S(=O)(=O)c1cccc2cccnc12 (configuration not stated)	5.2	4.4	0.6	1.8	8.8	0.6	-7.2	0.9	3.9
CC(C)Sc1ccc([N+](=O)[O-])cc1C(=O)Nc1ccncc1	.	3.0	7.6	1.4	10.6	-0.3	1.7	-0.1	0.5
Cc1cc2oc(C(=O)Nc3c(C)n(C)n(-c4ccccc4)c3=O)c(C)c2cc1C	0.4	0.3	-0.7	-2.5	-14.7	-1.4	30.2*	-0.3	4.9
C=CCNC(=S)NNC(=O)c1cc(Cl)ccc1OC	.	2.8	-7.9	0.2	22.4	4.3	-2.3	0.4	2.7
O=C(OCn1nnc2ccccc2c1=O)c1cc(-c2ccccc2)nc2ccccc12	-3.1	5.7	0.7	-0.6	7.1	0.5	2.7	-1.0	-1.2
CCOc1cc(/C=C2\C(=O)N(c3nc(-c4ccc(Br)cc4)cs3)N=C2c2ccccc2)ccc1O	-6.2	1.5	-4.4	2.5	6.0	-4.3	-17.9	-3.5	-4.8
CCOc1ccc(-n2c(C)nc3cc(C(=O)NCCN4CCOCC4)ccc32)cc1	-2.4	10.5	3.1	-1.7	9.6	3.6	-3.0	-4.1	-19.9
S=C(Nc1ccccc1)N1CCN(Cc2ccccc2)CC1	.	38.8*	-10.3	1.7	-10.3	5.3	-13.6	1.7	0.8
CCOC(=O)c1c(CSc2nc(C)cc(C)c2C#N)n(C)c2cc(Br)c(OC(C)=O)cc12	-3.3	2.1	-7.0	-4.9	-20.6	-3.7	-9.4	0.5	-2.1
c1ccc2c(Nc3ccc4c(c3)OCCO4)c3c(nc2c1)CCCC3	13.4	2.9	6.6	0.9	-19.2	-0.9	11.4	1.5	-7.9
CCOc1ccc(NN=C(C(=O)OC)C(=O)OC)c([N+](=O)[O-])c1	.	-1.5	-1.7	-3.5	3.1	4.7	2.0	0.7	-7.3
CC(/C=N/n1c(-c2cc(C)[nH]n2)n[nH]c1=S)=C\c1ccco1	.	0.4	3.4	26.5	21.6	-1.3	-21.4	1.6	-3.9
CCN(CC)C(=N)/C(C#N)=N/Nc1ccc(C)cc1	.	-1.6	-9.1	0.3	-18.4	1.3	9.0	-0.1	-5.8
CCOc1ccc(S(=O)(=O)N(C)c2ccc(OCC(=O)Nc3ccc4[nH]c(=O)[nH]c4c3)cc2)cc1	-2.2	2.6	-5.5	-6.2	-1.8	-2.7	2.7	-1.7	6.7
CCCNS(=O)(=O)c1ccc(OCC(=O)NCc2ccco2)cc1	5.8	1.5	-2.6	1.8	24.0	1.9	-11.1	-0.7	-1.1
CC(C)(C)c1ccc(-c2nnc3sc(-c4ccccn4)nn23)cc1	10.3	5.0	-3.2	-9.4	-12.9	-1.4	-18.7	0.2	-6.9
COc1cc(/C=C(\C#N)C(N)=O)ccc1OS(=O)(=O)c1ccc(C)cc1	-4.0	-2.5	2.4	4.3	14.5	-1.2	-3.0	-0.1	-2.9
CS(=O)(=O)Nc1cccc(C(=O)CC2(O)C(=O)Nc3ccc(Br)cc32)c1 (configuration not stated)	0.1	0.9	-10.8	-1.6	32.2	-0.9	9.5	-1.1	18.1
CCn1cc(C(=O)O)c(=O)c2cc(F)c(N3CCN(C(=S)Nc4ccccc4OC)CC3)cc21	.	-2.5	-8.1	2.5	-29.6	1.1	-4.7	1.9	-14.6
Cn1c(CC(=O)Nc2ccc(Cl)c(Cl)c2)nnc1SCC(=O)Nc1nccs1	2.7	0.1	5.0	-0.6	5.7	-3.2	-17.3	-0.2	10.5
CCCc1nnc(SCC(=O)N2CCOCC2)n1CC1CCCO1 (configuration not stated)	4.8	4.1	-0.9	1.6	0.6	1.7	-8.3	2.0	-1.7
CCc1ccc(Nc2ccc(S(=O)(=O)N3CCOCC3)cc2[N+](=O)[O-])cc1	2.2	12.0	-2.9	-2.8	-11.6	81.7*	-5.5	-2.1	7.3
Cc1ccc(Sc2ccc(CN3CCCCC3)cc2[N+](=O)[O-])cc1	8.8	4.6	-0.3	-1.6	3.1	2.8	-14.7	-0.2	-7.3
CSc1oc(-c2ccco2)nc1S(=O)(=O)c1ccccc1	2.5	5.9	0.0	1.5	-11.6	-1.8	-0.6	2.4	-6.9
CC(=O)c1ccc(NC(=O)c2cnn3c(C(F)F)cc(C4CC4)nc23)cc1	-0.9	1.7	8.0	.	5.0	-3.8	15.6	0.1	0.2

Other results follow.
SMILES	NPY Y1 blocker	BaF3 parental	RBBP9 inhibitor	Runt-CBFb FRET	NPY1 pot ag	Ba/F3 V617F tox	S1P4 antagonist	S1P4 ag	NPY2 pot ag
Cc1nn(CC(=O)NCCN2CCOCC2)c(=O)c2ccccc12	0.3	2.8	-3.3	2.8	-3.5	-0.1	8.9	-1.1	-5.9
COc1cc2[nH]c(=O)n(Cc3ccc(C(=O)NCCCN4CCC(C)CC4)cc3)c(=O)c2cc1OC	5.1	4.0	-8.8	4.6	12.6	-0.6	-7.7	2.7	1.0
CCNC(=S)N/N=C(\C)c1cccc([N+](=O)[O-])c1	2.8	4.7	-6.5	-1.5	-15.5	0.3	-16.6	0.9	-3.5
COc1ccc(CSC2=CS(=O)(=O)c3ccccc3N2)cc1	1.9	0.4	-7.1	-1.4	-13.3	-2.0	-1.7	1.9	3.2
O=C(c1cc2c(s1)-c1ccccc1OC2)N1CCc2ccccc2C1	3.0	4.9	-4.5	0.2	-1.7	-0.6	7.8	8.4	-16.7
O=C(CCC1CCCC1)Nc1ccc(Br)cn1	1.4	-0.4	0.0	0.9	-9.9	-3.6	-1.7	1.2	1.2
NC(=O)CSc1nnc(CSc2ncccn2)n1-c1ccccc1	-5.8	6.4	1.4	-0.7	6.1	-1.4	5.6	0.0	8.7
CCn1c(-c2cc(C3CC3)nc3ccccc23)n[nH]c1=S	4.5	1.0	-5.0	2.2	-2.0	-2.7	0.9	0.4	7.0
CC(=O)Nc1ccc(OC(=O)c2cc3ccccc3oc2=O)cc1	5.6	-1.3	-5.4	-0.2	30.0	1.7	-6.5	-3.6	-9.8
COC(=O)c1nnn(-c2nonc2N)c1CN1CCc2ccccc21	5.0	3.2	-8.5	-8.0	-15.0	-1.6	-5.2	-0.6	7.6
CN(C)c1ccc(NC(=O)CSc2nc3c(c(=O)[nH]2)CCCC3)cc1	2.6	0.8	0.9	2.2	8.0	-0.4	2.7	-1.5	-3.4
O=C(O)CSc1ncccn1	3.0	1.6	-5.1	-0.2	-6.4	-0.8	-6.8	-0.8	-3.3
CCOC(=O)c1cnc2nc(NCc3ccc(OCc4ccccc4)cc3)[nH]n2c1=O	0.0	3.6	-0.6	0.8	-31.3	-1.8	12.7	-1.0	12.5
CCCCCCC1CC(C)(/C(C)=N/NC(N)=O)OC1=O (configuration not stated)	-2.3	3.1	-0.3	.	22.3	2.9	0.7	-0.7	2.1
CC(C)N(CC#CCC(O)(c1ccccc1)c1ccccc1)C(C)C	4.1	10.6	7.1	-1.0	-16.4	3.8	1.4	-0.6	-11.4
CC(=O)NC(=S)Nc1ccc(NC(=O)c2cccs2)cc1	-0.7	4.7	-8.8	2.1	-15.0	-2.2	-3.0	-0.4	0.7
CCOc1ccc(NC(=O)c2ccc3c(SCC(=O)O)c4c(nc3c2)CCCC4)cc1	-0.2	4.8	-9.9	-2.2	-15.2	1.5	-20.1	2.3	-1.1
Cc1cc(-c2csc(NC(=O)c3ccc(=O)n(C)n3)n2)c(C)n1CC1CCCO1 (configuration not stated)	-1.9	-0.9	3.0	-2.6	12.6	-3.3	5.2	-0.2	8.5
Cc1cc(C)n(CCOc2nonc2N)n1	5.2	-0.8	-0.6	-1.7	3.4	-0.4	-11.4	0.5	3.0
CC1(C)C(=O)OC(C(=O)c2ccc(C(C)(C)C)cc2)C(C)(C)C1=O (configuration not stated)	3.6	1.3	1.3	-2.9	-8.4	0.1	-6.7	1.1	1.0
Cc1cc(C(=O)COc2ccccc2[N+](=O)[O-])c(C)n1-c1cccc(S(=O)(=O)N2CCOCC2)c1	4.0	8.6	-7.4	12.5	-0.4	0.7	-9.8	0.2	1.0
Cc1csc(NC(=O)C2CCN(C(=O)CSc3nnc(C)n3Cc3ccccc3)CC2)n1	4.0	-0.5	-4.0	-0.7	-8.9	-6.5	-0.9	-1.8	-0.8
NC(=S)Cc1nc(-c2ccccc2)cs1	1.9	1.5	-7.0	0.5	-4.0	-1.5	-24.9	0.6	-0.1
CCc1ccc(NC(=O)CN2CCc3ccccc3C2)cc1	4.8	0.4	-8.1	-0.5	-1.9	-4.2	6.7	0.2	-19.3
COc1ccccc1/C=N/NC(=O)c1[nH]c(C)c(C(=O)N/N=C/c2ccccc2OC)c1C	-6.0	5.6	-6.2	-3.8	6.2	2.0	-15.9	-0.5	2.7

A few values from above.
Runt-CBFb FRET, `Cc1nn(CC(=O)NCCN2CCOCC2)c(=O)c2ccccc12` stands at 2.8
NPY Y1 blocker, `COc1ccccc1/C=N/NC(=O)c1[nH]c(C)c(C(=O)N/N=C/c2ccccc2OC)c1C` stands at -6.0

Remaining list, next part
SMILES	NPY Y1 blocker	BaF3 parental	RBBP9 inhibitor	Runt-CBFb FRET	NPY1 pot ag	Ba/F3 V617F tox	S1P4 antagonist	S1P4 ag	NPY2 pot ag
CCOC(=O)C1CN(S(=O)(=O)c2ccc(F)cc2)C1	2.5	0.2	4.7	-0.2	-12.9	-3.1	-9.6	2.2	-2.5
Cc1cccc(C)c1OCCN1C(=O)NC(C)(c2ccccc2)C1=O (configuration not stated)	-5.4	1.2	3.2	-1.6	3.9	-3.0	-23.4	1.5	8.5
CCc1cc2c(=O)c(-c3cnn(-c4ccccc4)c3)c(C)oc2c(CN2CCCCC2)c1O	0.9	4.9	-3.4	-1.4	-9.0	4.9	-10.7	-2.6	-9.0
COc1ccc2c(c1)[nH]c1c(=O)n(/N=C/c3ccc(OC)c(COc4ccccn4)c3)cnc12	2.1	10.1	-5.3	-2.1	0.1	2.4	-6.8	0.5	-2.0
CCOC(=O)c1oc2ccc(CNCCO)c(Cl)c2c1C	7.8	2.2	-5.4	-3.7	-34.7	-3.0	-4.1	-1.2	14.2
COc1cccc(N2CC(=O)N(c3cccc(OC)c3)CC2=O)c1	-0.7	-1.0	2.1	-0.1	9.5	-1.1	-14.0	0.3	5.9
C[C@H](NC(=O)c1ccc(Cl)cc1)C(=O)NCCc1ccc(S(N)(=O)=O)cc1	0.8	4.5	-7.7	-0.9	-1.5	1.1	-15.6	-0.5	8.4
CCCCC/C=C\C[C@H](O)/C=C/c1cccc(C[C@H](O)CCCCO)n1	0.2	8.9	-1.4	2.6	-6.9	1.3	-9.7	-0.1	-7.3
